AmpC no deterg = qHTS Inhibitors of AmpC Beta-Lactamase (assay without detergent); P00811; AmpC nitrocefin hydrolysis, absorbance 480 nm, 0.0001% Triton; Potency, µM (doses to about 57.1 µM), without a hit: at the highest dose activity change, negative = inhibition, actives largely listed as inhibitors; hit rate 0.52% among 330,000; AID 485341, 2010;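 also: potency is read from the fitted curve at half-maximal effect; plate controls were no compound for no effect and no enzyme for full effect; nearly all actives have a fitted effect of over 20% in size; some results filed as inactive show a strong effect at the top dose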
Target sequence (P00811 whole entry, looked up): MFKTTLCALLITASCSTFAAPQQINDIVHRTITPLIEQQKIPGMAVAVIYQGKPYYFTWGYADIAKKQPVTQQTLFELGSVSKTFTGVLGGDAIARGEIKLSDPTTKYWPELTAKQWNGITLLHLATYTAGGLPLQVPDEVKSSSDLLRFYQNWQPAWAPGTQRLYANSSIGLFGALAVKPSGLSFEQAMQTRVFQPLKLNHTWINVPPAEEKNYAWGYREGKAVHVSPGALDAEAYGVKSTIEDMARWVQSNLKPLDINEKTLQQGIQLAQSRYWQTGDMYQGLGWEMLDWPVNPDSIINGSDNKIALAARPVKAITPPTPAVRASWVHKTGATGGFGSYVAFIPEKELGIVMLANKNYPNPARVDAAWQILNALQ
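AmpC (5.3 nM in the dispensed reagent) in 20 mM phosphate pH 7.0 with 0.01% (detergent screen) or 0.0001% Triton X-100 was preincubated with compounds for 15 min at room temperature. Nitrocefin was then added from an 800 uM solution, and hydrolysis was followed at 480 nm.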
HCMV inh = qHTS Assay for inhibitors of the human cytomegalovirus (HCMV); HFF cells, HCMV-luciferase reporter, 72 h; active compounds read low; activity change, negative = inhibition, % at 57.5 µM; hit rate 4.5% among 410,000; in the data active = activity change below about -60%; inconclusive = no clear call, values can overlap the other calls; inactive = above about -39%
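Screen run at 2 compound doses on HFFs infected with reporter HCMV, MOI 1 PFU/cell. Luciferase activity from cell lysates at 72 h post infection gave inhibition relative to buffer-only and Salinomycin wells.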
Sm TGR inh = qHTS Assay for the Inhibitors of Schistosoma Mansoni Peroxiredoxins; Potency, µM (doses to about 114 µM), for inactives: at the highest dose activity change, negative = inhibition, usual class: inhibitors; hit rate 3% among 360,000; purified TGR, DTNB reduction, TNB absorbance 405 nm; also: potency is read from the fitted curve at half-maximal effect; nearly all actives have a fitted effect of over 60% in size
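First, TGR (20 nM dispensed) and NADPH were mixed with compound. Second, a 15 min room-temperature incubation followed. Third, further NADPH and then DTNB were added to start the reaction. Finally, TNB absorbance was monitored kinetically.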
AmpC detergent = qHTS Inhibitors of AmpC Beta-Lactamase (assay with detergent). AmpC hydrolysis of nitrocefin, absorbance 480 nm, 0.01% Triton. Potency, µM (highest dose often 114 µM), for inactives: at the top dose activity change, negative = inhibition, actives largely listed as inhibitors. hit rate 0.041% among 370,000. AID 485294, 2010. P00811;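 also: potency is read from the fitted curve at half-maximal effect; 0% = no-compound wells and -100% = no-enzyme wells; nearly all actives have a fitted effect of over 25% in size; some results filed as inactive show a strong effect at the top dose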
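20 mM phosphate pH 7.0 + 0.01% (detergent screen) or 0.0001% Triton X-100; 5.3 nM AmpC reagent; cpd preinc 15 min RT; nitrocefin (800 uM stock) to start; A480 q20 s × 4 min; Activity was normalised to no-enzyme and no-compound control wells.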
FBPA Giardia inh = qHTS Assay for Inhibitors of Fructose-1,6-bisphosphate Aldolase from Giardia Lamblia | purified Giardia FBPA | Potency, µM (top dose mostly 59.6 µM), for inactives: at the highest dose activity, negative = inhibition, hits mostly inhibitors | hit rate 0.71% among 290,000 | AID 2451, 2010; also: potency is read from the fitted curve at half-maximal effect; nearly all actives have a fitted effect of over 55% in size
Target sequence (A8B2U2 whole entry, looked up): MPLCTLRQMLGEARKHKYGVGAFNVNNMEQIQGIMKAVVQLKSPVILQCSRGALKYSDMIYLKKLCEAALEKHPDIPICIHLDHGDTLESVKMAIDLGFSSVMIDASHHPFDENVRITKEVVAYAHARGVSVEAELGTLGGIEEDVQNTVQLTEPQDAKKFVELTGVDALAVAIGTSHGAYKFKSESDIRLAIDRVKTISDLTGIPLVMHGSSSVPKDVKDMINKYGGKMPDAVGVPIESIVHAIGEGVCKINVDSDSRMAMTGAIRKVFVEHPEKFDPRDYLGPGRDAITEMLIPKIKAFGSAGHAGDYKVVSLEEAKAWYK
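40 nM FBPA preincubated 10 min at RT with compound (up to 57.5 uM final), then substrate plus GAPDH/TPI/NAD/arsenate coupling and diaphorase/resazurin added. Fluorescence read after 20 min at RT, 525/598 nm.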
AMA1-RON2 inh = qHTS for Inhibitors of AMA1-RON; Towards Development of Antimalarial Drug Lead: Primary Screen. Plasmodium falciparum AMA1 (3D7) - RON2 peptide interaction. AlphaScreen AMA1-biotinylated RON2 peptide binding. Potency, µM (doses to about 58.2 µM), without a hit: top-dose activity change, negative = inhibition, most hits filed as inhibitors. hit rate 0.2% among 360,000;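 also: potency is read from the fitted curve at half-maximal effect; 0% = vehicle wells and -100% = peptide control; nearly all actives have a fitted effect of over 45% in size; some results filed as inactive show a strong effect at the top dose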
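AMA1 (3D7) with his tag at 25 nM final met compounds first, then biotinylated RON2 peptide at 25 nM; detection used donor plus acceptor beads, 10 µg/mL apiece, read by AlphaScreen after 30 min at room temperature.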
Numbers without * were called inactive; ? = inconclusive; / = not tested or not shown; [ ] = dose if it differs, or a comment. Unless noted, calls follow the shape of the dose curve; as a rule, active = well fitted curve in the direction sought with a large enough effect; inconclusive = small, poorly fitted or top-dose-only effect, or another doubt; inactive = no such curve, though single readings can be large; an effect the other way counts as inactive or inconclusive. Unless noted, % is scaled to controls: 0 for no effect and ±100 for the full control effect.

Preview:
canonical_smiles | AmpC no deterg | HCMV inh | Sm TGR inh | AmpC detergent | FBPA Giardia inh | AMA1-RON2 inh
CC(C)(C)c1ccc(OCCCC(=O)Nc2cccc(S(=O)(=O)N3CCOCC3)c2)cc1 | 32.9% | -26.2 | -5.2% | -20.2% | / | 13.5%
Cc1ccc(C(=O)CSc2nnc3c4ccccc4nc(C(C)(C)C)n23)cc1 | -18.4% | ? | -15.3% | -10.3% | 3.5% | 14.8%
Cc1[nH]c(=S)c(C#N)c(C)c1Cc1ccccc1 | -33.1% | 7.1 | -10.0% | -1.7% | 7.4% | 66.6%[activator]
CSc1cccc(NC(=O)C2CCCN(c3ncnc4c3nc3n4CCCCC3)C2)c1 (stereo unspecified) | 39.1% | ? | 7.6% | ? | 9.0% | -3.5%
Cc1ccc(S(=O)(=O)N(C)CC(=O)N2CCCCCCC2)cc1 | -9.6% | -28.1 | -0.9% | -4.9% | / | 4.7%
Cc1cccc(N2CCN(Cc3nnc(-c4ccccc4C)o3)CC2C)c1 (stereo unspecified) | / | -0.9 | 7.2% | 16.2% | / | /
COc1ccccc1NC(=O)Cn1cnc2c(cnn2-c2ccc(C)c(C)c2)c1=O | 21.3% | -7.3 | 1.6% | -0.5% | 8.6% | -1.7%
COC(=O)CCCC(=O)NC1CCCN(C2Cc3ccccc3C2)C1 (stereo unspecified) | -10.9% | 66.8 | -31.5% | ? | -2.3% | 2.1%
Cc1cccc(C)c1NC(=O)N1CC=C(n2c(=O)[nH]c3ccccc32)CC1 | 8.4% | -5.2 | 1.2% | 3.3% | -0.1% | 11.1%
CNc1nc2[nH]c(=O)c3c(c2s1)OC(N)=C(C#N)C3c1cccc(F)c1 (stereo unspecified) | -17.7% | 54.3 | ? | 6.7% | ? | 4.6%
O=C(NCc1ccc(C(F)(F)F)cc1)C1CC(c2ccccc2C(F)(F)F)=NO1 (stereo unspecified) | 77.1%[activator] | 9.0 | -21.6% | -2.2% | 0.5% | 7.9%
COc1ccc(-c2cnc(C)o2)cc1S(=O)(=O)Nc1ccc(C)c(N(C)C)c1 | / | 16.2 | 0.2% | 18.0% | / | /
O=C(CSc1nc2c([nH]c3ccccc32)c(=O)n1-c1ccc(Cl)cc1)N1CCCCCC1 | / | -7.7 | -0.3% | 5.7% | / | /
Cc1ccccc1NS(=O)(=O)c1ccc2[nH]cc(C(=O)N3CCCCC3)c(=O)c2c1 | -41.7% | -16.5 | -11.9% | -8.8% | / | /
C#CCOCCOCCOCCNc1nc(N2CCN(C(=O)[C@H](CCCCN)n3cc(C(N)CO)nn3)CC2)nc(N2CCN(C(=O)[C@H](CCC(=O)O)n3cc(C(N)[C@H](C)CC)nn3)CC2)n1 (stereo partly specified) | 49.7% | / | -20.5% | 7.2% | -3.3% | /
Cc1ccc(NC(=O)c2ccc(CNc3c(N4CCC(C)CC4)c(=O)c3=O)cc2)cc1 | -31.5% | 15.8 | -2.7% | -0.5% | 1.0% | 14.3%

The list itself, from the start:
canonical_smiles | AmpC no deterg | HCMV inh | Sm TGR inh | AmpC detergent | FBPA Giardia inh | AMA1-RON2 inh
CC(C)(C)c1ccc(OCCCC(=O)Nc2cccc(S(=O)(=O)N3CCOCC3)c2)cc1 | 32.9% | -26.2 | -5.2% | -20.2% | / | 13.5%
Cc1ccc(C(=O)CSc2nnc3c4ccccc4nc(C(C)(C)C)n23)cc1 | -18.4% | ? | -15.3% | -10.3% | 3.5% | 14.8%
Cc1[nH]c(=S)c(C#N)c(C)c1Cc1ccccc1 | -33.1% | 7.1 | -10.0% | -1.7% | 7.4% | 66.6%[activator]
CSc1cccc(NC(=O)C2CCCN(c3ncnc4c3nc3n4CCCCC3)C2)c1 (stereo unspecified) | 39.1% | ? | 7.6% | ? | 9.0% | -3.5%
Cc1ccc(S(=O)(=O)N(C)CC(=O)N2CCCCCCC2)cc1 | -9.6% | -28.1 | -0.9% | -4.9% | / | 4.7%
Cc1cccc(N2CCN(Cc3nnc(-c4ccccc4C)o3)CC2C)c1 (stereo unspecified) | / | -0.9 | 7.2% | 16.2% | / | /
COc1ccccc1NC(=O)Cn1cnc2c(cnn2-c2ccc(C)c(C)c2)c1=O | 21.3% | -7.3 | 1.6% | -0.5% | 8.6% | -1.7%
COC(=O)CCCC(=O)NC1CCCN(C2Cc3ccccc3C2)C1 (stereo unspecified) | -10.9% | 66.8 | -31.5% | ? | -2.3% | 2.1%
Cc1cccc(C)c1NC(=O)N1CC=C(n2c(=O)[nH]c3ccccc32)CC1 | 8.4% | -5.2 | 1.2% | 3.3% | -0.1% | 11.1%
CNc1nc2[nH]c(=O)c3c(c2s1)OC(N)=C(C#N)C3c1cccc(F)c1 (stereo unspecified) | -17.7% | 54.3 | ? | 6.7% | ? | 4.6%
O=C(NCc1ccc(C(F)(F)F)cc1)C1CC(c2ccccc2C(F)(F)F)=NO1 (stereo unspecified) | 77.1%[activator] | 9.0 | -21.6% | -2.2% | 0.5% | 7.9%
COc1ccc(-c2cnc(C)o2)cc1S(=O)(=O)Nc1ccc(C)c(N(C)C)c1 | / | 16.2 | 0.2% | 18.0% | / | /
O=C(CSc1nc2c([nH]c3ccccc32)c(=O)n1-c1ccc(Cl)cc1)N1CCCCCC1 | / | -7.7 | -0.3% | 5.7% | / | /
Cc1ccccc1NS(=O)(=O)c1ccc2[nH]cc(C(=O)N3CCCCC3)c(=O)c2c1 | -41.7% | -16.5 | -11.9% | -8.8% | / | /
C#CCOCCOCCOCCNc1nc(N2CCN(C(=O)[C@H](CCCCN)n3cc(C(N)CO)nn3)CC2)nc(N2CCN(C(=O)[C@H](CCC(=O)O)n3cc(C(N)[C@H](C)CC)nn3)CC2)n1 (stereo partly specified) | 49.7% | / | -20.5% | 7.2% | -3.3% | /
Cc1ccc(NC(=O)c2ccc(CNc3c(N4CCC(C)CC4)c(=O)c3=O)cc2)cc1 | -31.5% | 15.8 | -2.7% | -0.5% | 1.0% | 14.3%
COc1ccc(-c2nc(SCC(=O)Nc3c(F)cccc3F)n[nH]2)cc1 | -26.3% | -8.1 | -1.7% | ? | / | -4.4%
Cc1cc2ccccn2c1C(=O)c1nc(N2CCOCC2)ncc1Cl | 28.9% | -18.0 | 10.0% | 1.0% | / | -24.2%
COC(=O)c1ccc(C(=O)OC)c(NC(=O)COC(=O)c2ccc(OC)c(OC)c2OC)c1 | -27.9% | -2.9 | -0.1% | -6.4% | 4.0% | 1.3%
CCNc1nc2nonc2nc1NCC | -13.2% | -13.5 | 6.7% | ? | -0.6% | 3.1%
Cc1c(CN(C)C)c2c(n1C)C(=O)c1ccc(Br)cc1-2 | 3.5% | -35.1 | ? | -6.6% | -9.5% | 3.7%
O=C(NC(Cc1ccccc1)c1ccc2c(c1)OCCCO2)c1ccccc1 (stereo unspecified) | -18.7% | 11.1 | -6.2% | -5.9% | -4.9% | 3.0%
Cn1c(CN2CCOCC2)nnc1SCC(=O)Nc1ccc([N+](=O)[O-])cc1O | 116.4%[activator] | 20.4 | -1.1% | 2.1% | / | -5.0%
O=C1C(Cl)=C(NCC2CCCO2)C(=O)N1c1cccc(Cl)c1Cl (stereo unspecified) | -1.5% | 0.9 | -0.3% | 2.1% | 0.8% | 6.9%
COCCNC(=O)c1ccc(CS(=O)(=O)c2ccccc2C)o1 | -12.5% | -39.0 | 4.0% | -3.7% | -7.0% | 15.7%
O=C(CNS(=O)(=O)c1ccc(Br)cc1)NCc1ccncc1 | -0.4% | 8.9 | -0.6% | -15.9% | 3.2% | 19.3%
COc1ccc(-c2nc3c(-c4ccc(F)cc4)cnn3cc2C)cc1F | -28.1% | ? | 3.1% | -1.7% | -7.1% | 6.6%
COc1ccc(CN2CCN(Cc3ccccc3OC)CC2)cc1 | 0.5% | 9.3 | 21.8% | -2.0% | 14.1µM* | -29.0%
O=C(Cc1cccc2ccccc12)N/N=C/c1ccc2cccc(O)c2n1 | -41.5% | ? | -10.4% | -3.6% | -13.6% | 68.1%[activator]
CCOC(=O)N1CCN(S(=O)(=O)/C=C/c2ccccc2)CC1 | 0.1% | -10.2 | -0.8% | -10.7% | 10.1% | 11.5%
O=C(CSc1nnnn1-c1ccc(Cl)cc1)NC1CCS(=O)(=O)C1 (stereo unspecified) | -18.6% | 5.6 | / | / | / | -6.6%
COc1ccc(N2CCN(C(=O)C3CCCN(S(=O)(=O)c4ccc5c(c4)CCCN5C(C)=O)C3)CC2)cc1 (stereo unspecified) | / | -71.3* | -16.4% | -10.8% | / | /
O=C(NCCc1ccc(F)cc1)c1ccc(S(=O)(=O)N2CCCCC2)cc1 | -46.6% | -3.6 | 8.7% | -10.8% | / | 28.4%
CCOCCCNC(=O)c1ccc(NC(=O)C2CCCO2)cc1 (stereo unspecified) | 0.1% | -27.0 | 2.6% | 1.4% | 6.2% | 8.5%
CN(C)S(=O)(=O)c1ccc(C(=O)NCc2ccc3[nH]c4c(c3c2)CCCC4)cc1 | 28.2µM* | -17.7 | -13.3% | ? | -3.2% | -18.5%
CS(=O)(=O)N1N=C(c2cccs2)CC1c1ccco1 (stereo unspecified) | -21.4% | 30.7 | 7.94µM* | 0.5% | -10.9% | -15.9%
NC(=O)NC(Cc1ccccc1)C(=O)Nc1ccc(S(N)(=O)=O)cc1 (stereo unspecified) | 2.0% | -27.5 | -2.4% | -3.0% | 4.7% | 2.4%

Screening data: PubChem BioAssay, National Center for Advancing Translational Sciences (NCATS)
